# SRC1 inh: inhibits human SRC1 coactivator | Q15788 | HEK293 GAL4-SRC1 luciferase reporter, luminescence | inhibition, % at 3.6 µM | hit rate 0.12% among 360,000 | AID 588354;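 active means inhibition above the campaign mean plus 3 SD, with each screening campaign given its own cutoff, cut at about 60% in these data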;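 further: 0% = DMSO treated cells and 100% = gossypol at 36 µM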
# LRH-1 inv ag: NR5A2 inverse agonism in reporter assay | O00482 | HEK293T StAR-luciferase reporter, LRH-1 transfected, 24 h | inhibition, % at 3.6 µM | hit rate 0.13% among 360,000 | AID 602396;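 active means inhibition above the mean inhibition of all tested compounds plus 3 SD, cut at about 73% in these data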;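 further: 0% = DMSO wells and 100% = reporter-only cells lacking LRH-1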
# C8 TRAIL sens: sensitizes caspase-8 expressing cells to TRAIL. AID 624354. hit rate 1% among 360,000. NB7+C8 cells + TRAIL, ATPlite viability luminescence. inhibition (viability loss, TRAIL sensitization), % at 10 µM;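 active means compounds causing at least 50% loss of cell viability in the single-dose screen, relative to plate controls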
# COUP-TFII inh: NR2F2 (human) inhibition, primary screen. AID 686940. P24468. inhibition, % at 8.6 µM. hit rate 0.7% among 370,000. HEK293T NGFI-A luciferase reporter, luminescence;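 active means inhibition above a per-plate cutoff, mean inhibition of test wells between control levels plus 3 SD, cut at about 38% in these data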;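 further: cells cotransfected with COUP-TFII expression vector driving the NGFI-A reporter; 0% = median of COUP-TF2 test wells and 100% = reporter-only cells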
# Shn3 inh set2: inhibitors of Schnurri-3 3'UTR reporter in osteoblasts | inhibition, % at 12.5 µM | hit rate 0.52% among 360,000 | Clone20 osteoblast Shn3 3'UTR firefly luciferase, 24 h;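 active means mean inhibition of at least 75% with every replicate also reaching 75%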;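 further: 0% = median of neutral control wells and 100% = pilot-screen positive control compound; some compounds past the cut are filed as inactive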
# TWEAK-Fn14 inh: TWEAK-Fn14 signaling inhibition; hit rate 2% among 360,000; AID 1159606; TWEAK-stimulated Fn14 reporter cells, luciferase luminescence, 8 h; inhibition, % at 10 µM; in the data active means inhibition above about 50%
# LMP1 NFkB inh: Epstein-Barr LMP1 NF-kappaB reporter inhibition. LMP1-induced NF-kappaB luciferase reporter cells, luminescence. inhibition, % at 12.5 µM. hit rate 0.69% among 350,000; in the data active means inhibition above about 41%;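 further: 0% = neutral control wells and 100% = reference inhibitor control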
# KKLEB tox: CF airway cell cytotoxicity counter-screen | KKLEB CF airway cells viability, ATPlite luminescence, overnight; hits give low values; cells stimulated with P. aeruginosa culture filtrate | activity change (cytotoxicity), % at 5 µM | hit rate 0.36% among 360,000 | AID 602141;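 active means corrected activity change at or below -50% at 5 µM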
# TROY signal inh: inhibitors of TROY-dependent NF-kB signaling | hit rate 0.98% among 360,000 | inhibition, % at 10 µM | AID 1347056 | Q293 LMP1-TROYcd NF-kB luciferase reporter, 4 h;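 active means compounds whose plate-normalised and pattern-corrected inhibition of the luciferase reporter signal at the single screening dose is 50% or more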
# NCOA3 inh: inhibits human SRC3 coactivator; Q9Y6Q9; HEK293 GAL4-SRC3 luciferase reporter, luminescence; inhibition, % at 3.6 µM; hit rate 0.17% among 360,000;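 active means inhibition above a per-campaign cutoff, the mean of all compounds plus 3 SD, cut at about 60% in these data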;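 further: 0% = DMSO-treated cells and 100% = gossypol-treated cells at 36 µM; higher means less SRC3-driven luciferase light from the GAL4 reporter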
# CF NFkB block: cystic fibrosis NF-kB activation inhibition; KKLEB NF-kB-GFP reporter, PAF-induced, GFP fluorescence overnight; inhibition, % at 5 µM; hit rate 0.86% among 360,000;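 active means at least 50% inhibition at 5 µM, scaled per plate between neutral and stimulator controls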;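 further: PAF is a Pseudomonas aeruginosa culture filtrate used as stimulus; plate controls were PAF-stimulated DMSO wells for no effect and unstimulated DMSO wells for full effect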
# The depositor's hits bear a star; . = no result given.
nr	SMILES	SRC1 inh	LRH-1 inv ag	C8 TRAIL sens	COUP-TFII inh	Shn3 inh set2	TWEAK-Fn14 inh	LMP1 NFkB inh	KKLEB tox	TROY signal inh	NCOA3 inh	CF NFkB block
1	Cc1c(NP(=O)(c2ccc(Br)cc2)c2ccc(Br)cc2)c(=O)n(-c2ccccc2)n1C	2	12	-6	-14	5	7	1	8	9	12	10
2	COc1cccc(CNC(=O)CCC2CCCN(C(=O)c3ccc(F)c(Cl)c3)C2)c1 (stereo unspecified)	8	-5	-9	21	-2	8	4	2	-6	3	-5
3	CCCCN(C)S(=O)(=O)c1c(C)[nH]c(=O)[nH]c1=O	4	2	5	-18	3	-2	2	12	-1	2	-6
4	CCOC(=O)c1ccc(N(C(=O)c2ccco2)C(C(=O)NC2CCCCC2)c2ccncc2)cc1 (stereo unspecified)	13	-11	-3	18	14	42	4	4	-15	-4	-10
5	Cc1ccccc1C(=O)N1c2ccccc2OCC1C(C)(C)C (stereo unspecified)	1	-2	-11	17	15	6	-12	3	-9	10	13
6	CC(C)CC(=O)Nc1nc2c(c(=O)[nH]1)CCCC2	5	-8	62*	8	-6	1	-1	0	-5	5	4
7	CC(=O)Nc1ccc(S(=O)(=O)N(C)CC(=O)OCC(=O)N2CCN(C(=O)c3ccco3)CC2)cc1	5	12	-10	1	-12	-15	-2	-13	11	10	1
8	CCOc1cc(/C=N/Nc2nc(Nc3ccccc3)nc(N3CCCCC3)n2)ccc1OCC(=O)O	3	3	17	-7	-4	-6	-2	3	-11	-7	8
9	CC(=O)Nc1ccc2nc(NC(=O)c3cccnc3)sc2c1	-42	-89	1	-22	-65	-24	-1	-10	-57	-45	12
10	Cc1ccc(NNC(=O)C(O)(c2cccc(C(F)(F)F)c2)c2cccc(C(F)(F)F)c2)cc1	3	22	25	13	24	22	-10	6	43	12	-14
11	COc1ccc(OC)c2c1CCC2=O	-4	11	1	-5	15	11	-14	8	.	4	4
12	COc1ccccc1CNC(=O)CCC(=O)N1CCOc2ccc(Cl)cc21	-6	-12	-9	0	-21	-2	-7	15	5	0	0
13	CC(NS(=O)(=O)c1cn(C)c(=O)n(C)c1=O)c1ccccc1 (stereo unspecified)	4	15	-15	16	-12	17	-6	-15	-4	14	10
14	COc1cccc(Oc2cc(Cl)nc(N)n2)c1	-7	14	-1	4	-23	9	-2	1	5	-3	3
15	Cc1ccc(S(=O)(=O)N2CCN(C(=O)CCCN3C(=O)NC4(CCCC4)C3=O)CC2)cc1C	10	-1	-1	6	-24	6	0	6	1	-4	-8
16	COc1ccc(C(=O)C2CCCN(Cc3cnc(N4CCOCC4)s3)C2)c(OC)c1 (stereo unspecified)	-5	10	-4	15	19	5	16	0	14	14	-3
17	CN(Cc1nccn1C)C(=O)C1CCC(=O)N(Cc2cccc(C(F)(F)F)c2)C1 (stereo unspecified)	0	-8	7	7	5	-9	3	-8	-10	4	0
18	CCOC(=O)c1cnc(SC)nc1NCCOC	5	-2	-1	13	15	-2	-10	0	13	-6	-8
19	C=CCn1cnc2scc(-c3ccc(CC)cc3)c2c1=O	0	1	-1	3	9	34	6	-5	21	-7	14
20	Cc1ccc2nc(-c3ccc(N4C(=O)CC(N5CCN(CCO)CC5)C4=O)cc3)sc2c1 (stereo unspecified)	-54	-66	25	-28	-11	-38	-3	-4	-32	-53	14
21	O=C(NCc1cccs1)C(Cc1ccccc1)NS(=O)(=O)c1cccs1 (stereo unspecified)	-18	-3	4	-1	24	2	-11	2	-29	8	-30
22	COC(=O)CCS(=O)(=O)c1nc(-c2ccccc2)cc(C(F)(F)F)n1	-29	-55	6	.	76	91*	-37	-60*	12	-55	87*
23	O=C(CSc1cccc[n+]1[O-])c1cc2ccccc2o1	-26	-46	4	.	-32	-5	-12	7	-13	-29	2
24	COc1ccc(C2=NN(Cc3c(F)cccc3Cl)C(=O)CC2)cc1	10	-15	5	10	3	-37	1	-1	-24	-1	-5
25	O=C(Nc1ccc(Cc2ccncc2)cc1)c1ccc(S(=O)(=O)N2CCCC2)cc1	22	27	35	69*	72	31	15	5	48	26	4
26	[O-][n+]1ccccc1/C=C/c1ccccc1	-30	-22	-3	14	-18	10	2	-12	6	19	-1
27	CCCS(=O)(=O)N1CCN(S(=O)(=O)c2ccc(F)cc2)CC1	-7	-2	11	-1	5	3	5	4	-4	12	0
28	Cc1cccc(C(=O)Oc2ccc3ccc(O)cc3c2)c1	9	-8	1	-18	-1	-2	4	2	-52	-17	-5
29	COC(=O)[C@H](Cc1ccccc1)NC(=O)Cn1cnc2c(OCc3ccccc3)ncnc21	7	-13	-1	-2	-8	5	7	1	-3	-15	10
30	C#CCOCCOCCOCCNc1nc(N2CCOCC2)nc(N2CCN(C(=O)[C@H](CCCCN)n3cc(CN)nn3)CC2)n1	-18	1	-5	2	-6	-4	5	16	10	13	-15
31	CSc1nc(-c2ccccc2)nc(NC(=O)c2ccccc2)c1C(C)=O	6	12	-7	14	7	24	-9	-5	11	16	-8
32	CCCCC(=O)NC(=S)Nc1ccc(Cl)c(C(=O)O)c1	0	12	-6	-1	-5	13	-1	5	6	4	6
33	COc1ccc(CCN(C)C2CCCN(S(=O)(=O)c3ccccc3)C2)cc1OC (stereo unspecified)	-12	-6	-7	8	6	-26	9	-8	-21	7	-2
34	Cc1c2c(nc3nc4ccccc4n13)CC(C)(C)CC2=O	-11	7	-3	-17	10	3	-1	-22	-4	16	-13
35	CCC(C)(C)C1CCc2[nH]nc(C(=O)NCCN3CCOCC3)c2C1 (stereo unspecified)	3	3	10	-7	1	3	2	2	3	9	0
36	COc1ccc(C(=O)OCC(=O)c2c(N)n(C)c(=O)n(C)c2=O)cc1OC	-4	-22	-4	5	10	2	5	13	4	16	-2
37	O=C(COC(=O)COc1cccc2ccccc12)NCC(F)(F)F	-7	6	9	-27	-3	13	-5	2	-4	-9	-17
38	CC1CC(=O)N(CC(=O)NCc2ccc(F)cc2)c2ccccc2S1(=O)=O (stereo unspecified)	-5	-9	-6	-9	-5	11	-7	6	8	-13	-13
39	CCOC(=O)NNC(=O)c1[nH]c2ccc(Br)cc2c1-c1ccccc1	10	2	11	-1	-2	33	7	1	40	1	10
40	COc1ccc(Cl)cc1NC(=O)COC(=O)c1c(-c2ccccc2)noc1C	-4	17	0	11	18	7	1	16	4	8	-28

# Seven compounds out of the list above, sorted by their value in CF NFkB block, lowest first.
nr	SMILES	SRC1 inh	LRH-1 inv ag	COUP-TFII inh	Shn3 inh set2	TWEAK-Fn14 inh	LMP1 NFkB inh	NCOA3 inh	CF NFkB block
38	CC1CC(=O)N(CC(=O)NCc2ccc(F)cc2)c2ccccc2S1(=O)=O (stereo unspecified)	-5	-9	-9	-5	11	-7	-13	-13
31	CSc1nc(-c2ccccc2)nc(NC(=O)c2ccccc2)c1C(C)=O	6	12	14	7	24	-9	16	-8
28	Cc1cccc(C(=O)Oc2ccc3ccc(O)cc3c2)c1	9	-8	-18	-1	-2	4	-17	-5
33	COc1ccc(CCN(C)C2CCCN(S(=O)(=O)c3ccccc3)C2)cc1OC (stereo unspecified)	-12	-6	8	6	-26	9	7	-2
12	COc1ccccc1CNC(=O)CCC(=O)N1CCOc2ccc(Cl)cc21	-6	-12	0	-21	-2	-7	0	0
23	O=C(CSc1cccc[n+]1[O-])c1cc2ccccc2o1	-26	-46	.	-32	-5	-12	-29	2
9	CC(=O)Nc1ccc2nc(NC(=O)c3cccnc3)sc2c1	-42	-89	-22	-65	-24	-1	-45	12

# Next section:
nr	SMILES	SRC1 inh	LRH-1 inv ag	C8 TRAIL sens	COUP-TFII inh	Shn3 inh set2	TWEAK-Fn14 inh	LMP1 NFkB inh	KKLEB tox	TROY signal inh	NCOA3 inh	CF NFkB block
41	CCc1ccccc1Oc1nc(NC(C)C)nc2ccsc12	-8	-8	-2	10	-5	-26	.	-22	6	9	26
42	CCN(CC)C(=O)Cn1cc(S(=O)(=O)CC(=O)Nc2ccccc2C)c2ccccc21	1	2	-7	0	11	-9	0	-9	-24	8	12
43	O=C(c1ccc(Cl)c(Cl)c1)c1cc(-c2ccccn2)c(N2CCOCC2)s1	-16	23	12	-8	6	-1	0	6	0	5	-5
44	N#Cc1ccc(-c2ccc(F)cc2)nc1Sc1ccccc1	4	0	12	2	3	-1	1	-20	-19	17	24
45	CCOC(=O)c1c(O)c2ccccc2n(CC)c1=O	4	-3	3	5	-3	-11	-1	-12	6	3	11
46	Cc1ccc(S(=O)(=O)N2CCN(C(=O)c3ccco3)CC2)cc1	-5	-27	2	-1	-8	4	-3	-9	8	-15	4

# Profiles as entered above:
# Cc1ccc(S(=O)(=O)N2CCN(C(=O)c3ccco3)CC2)cc1 is entered as SRC1 inh = -5; LRH-1 inv ag = -27; C8 TRAIL sens = 2; COUP-TFII inh = -1; Shn3 inh set2 = -8; TWEAK-Fn14 inh = 4; LMP1 NFkB inh = -3; KKLEB tox = -9; TROY signal inh = 8; NCOA3 inh = -15; CF NFkB block = 4
# CCOC(=O)c1c(O)c2ccccc2n(CC)c1=O is entered as SRC1 inh = 4; LRH-1 inv ag = -3; C8 TRAIL sens = 3; COUP-TFII inh = 5; Shn3 inh set2 = -3; TWEAK-Fn14 inh = -11; LMP1 NFkB inh = -1; KKLEB tox = -12; TROY signal inh = 6; NCOA3 inh = 3; CF NFkB block = 11

# Screens from PubChem.

# These rows are one share of the data; rates above refer to the full screens.
